# TDP1 block: TDP1 (human) enzyme inhibition; recombinant TDP1, AlphaScreen DNA substrate cleavage; Potency, µM (series often up to 130 µM), without a hit: top-dose activity change, negative = inhibition, actives largely listed as inhibitors; actives 0.28% (n = 350,000); AID 485290; further: nearly all actives have a fitted effect of over 40% in size
#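 Compounds were preincubated with Tdp1 (1 nM final) for 15 min at room temperature before substrate (15 nM final) started a 5 min reaction; beads (10 ug/ml final) were then added for 10 min before AlphaScreen detection.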
# DT40 TDP1 no CPT: qHTS for Inhibitors of human tyrosyl-DNA phosphodiesterase 1 (TDP1): qHTS in cells in absence of CPT | DT40 Tdp1-/- hTDP1 cells, no CPT, ATP luminescence, 48 h | Potency, µM (highest dose often 46.2 µM), for the others: at the top dose activity change, negative = growth inhibition, usual class: inhibitors | actives 15% (n = 420,000); further: nearly all actives have a fitted effect of over 55% in size
#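 No-CPT arm: Tdp1-/-;hTDP1 DT40 cells (400/well) plus compounds, incubated ≥48 hr at 37 °C. Readout CellTiter-Glo luminescence.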
# GCN5L2 inh: blocks human GCN5L2 histone acetyltransferase; Q92830; GCN5L2 HAT assay, ThioGlo1 CoA-SH fluorescence; Potency, µM (highest dose often 58.9 µM), inactives show at the highest dose activity change, negative = inhibition, hits mostly inhibitors; actives 0.21% (n = 390,000)
# Target sequence (Q92830 whole entry, looked up): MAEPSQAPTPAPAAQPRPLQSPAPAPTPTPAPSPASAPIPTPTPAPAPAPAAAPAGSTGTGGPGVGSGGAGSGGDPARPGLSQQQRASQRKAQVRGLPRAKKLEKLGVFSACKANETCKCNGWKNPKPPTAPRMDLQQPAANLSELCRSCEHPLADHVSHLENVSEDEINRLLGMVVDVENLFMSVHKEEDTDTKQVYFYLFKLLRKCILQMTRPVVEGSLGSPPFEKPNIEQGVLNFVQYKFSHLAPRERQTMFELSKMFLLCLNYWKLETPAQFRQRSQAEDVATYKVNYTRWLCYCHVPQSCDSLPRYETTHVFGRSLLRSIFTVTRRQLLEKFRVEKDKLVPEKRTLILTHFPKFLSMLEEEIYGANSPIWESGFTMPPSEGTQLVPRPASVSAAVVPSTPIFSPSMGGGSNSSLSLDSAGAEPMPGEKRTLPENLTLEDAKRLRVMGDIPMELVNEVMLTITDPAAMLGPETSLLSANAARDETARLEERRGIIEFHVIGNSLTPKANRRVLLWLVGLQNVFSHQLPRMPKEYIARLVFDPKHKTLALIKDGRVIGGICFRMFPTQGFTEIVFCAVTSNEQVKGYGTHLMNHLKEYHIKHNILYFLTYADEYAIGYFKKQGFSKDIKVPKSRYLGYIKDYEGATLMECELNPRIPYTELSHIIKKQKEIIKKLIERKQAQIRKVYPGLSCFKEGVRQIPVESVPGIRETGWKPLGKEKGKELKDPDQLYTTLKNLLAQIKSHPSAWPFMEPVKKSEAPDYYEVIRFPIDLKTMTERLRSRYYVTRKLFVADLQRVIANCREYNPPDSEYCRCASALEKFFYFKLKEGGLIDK
#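 GCN5L2 (20 nM) in 50mM HEPES pH 7.5, 0.1mM EDTA, 0.01% Tween-20 preincubated 15 min with compounds at room temperature. Reaction started with H3(1-25) 75uM, acetyl-CoA 70uM, ThioGlo1 50uM; CoA-thiol fluorescence (Ex340/Em540) read at 0 and 20 min.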
# * marks the source's active call; other numbers are inactive results; ? = inconclusive; . = not tested or not shown; & = joins results of further samples; [ ] = remark or other dose. The call rests on the fitted dose curve; in most records, active means well fitted curve in the direction sought with a large enough effect; inconclusive means small, poorly fitted or top-dose-only effect, or another doubt; inactive means no such curve, though single readings can be large; an effect the other way counts as inactive or inconclusive. On the % scale 0 is the no-effect control and ±100 the full control effect; potency means the concentration at half of the fitted maximal effect.
Compound,TDP1 block,DT40 TDP1 no CPT,GCN5L2 inh
Cc1nn2c3c(cnc2c1-c1ccccc1)C(=O)CC(c1ccccc1)C3 (centres undefined),1%,?,-2%
O=C(Nc1cccc([N+](=O)[O-])c1)C(=O)N1CCCCC1,-1%,?,-6%
CCOc1ccc(OCC)c(NC(=O)CN(C)S(=O)(=O)c2ccc3nc(C)sc3c2)c1,8%,?,-9%
NNC(=O)CNc1ccccc1Cl,0%,-2%,3%
CCOC(=O)Cc1csc(NC(=O)c2ccc(Br)s2)n1,7%,.,-1%
O=C(Nc1cccc(C(F)(F)F)c1)c1ccccc1NC(=O)C1CCCCC1,-3%,-11%,-3%
COC(=O)CCN(C(=O)c1cccc(OC(C)=O)c1)c1ccccn1,2%,-7%,-1%
CC1CCN(S(=O)(=O)c2ccc(N=NC3=C(O)CC(C)(C)CC3=O)cc2)CC1,1%,?,-5%
Cc1ccc(C(=O)N(C)Cc2ccc(N3CCOCC3)cc2)cc1S(=O)(=O)NCc1ccccc1,3%,-13%,-5%
Cc1ccc(S(=O)(=O)NCc2ccccc2)cc1C(=O)N1CCCCCCC1,.,?,-10%

Compound,TDP1 block,DT40 TDP1 no CPT,GCN5L2 inh
O=[N+]([O-])c1cc(/C=N/n2c(-c3cccnc3)n[nH]c2=S)ccc1Cl,3%,?,-10%
Cc1ccc(SCC(=O)OCC(=O)Nc2ccc3[nH]c(=O)[nH]c3c2)cc1C,.,-14%,-1%
Cc1cc(NC(=O)CSc2ncnc3sc4c(c23)CCC(C)C4)no1 (centres undefined),0%,.,-6%
CN1CN(C)c2cccc3cccc1c23,2%,-12%,-1%
Oc1ccc2[nH]cnc2c1CN1CCCCC1,8%,-14%,-7%
CC(C)C(=O)Nc1nnc(SCC(=O)NCc2ccc3c(c2)OCO3)s1,3%,-11%,1%
O=C(Cn1c2[n+](c3ccccc31)CC(O)CS2)c1ccccc1 (centres undefined),10%,-1%,-3%
Cc1ccc(OCC(=O)NCCc2nc3ccccc3[nH]2)c(C)c1,2%,-25%,-3%
COCCN(C(=O)C(C)C)c1nnc(-c2ccc(C(C)(C)C)cc2)s1,-8%,21µM*,-1%
CCc1ccc(S(=O)(=O)c2nnn3c2nc(N2CCC(C)CC2)c2cc(Cl)ccc23)cc1,-1%,10µM*,-11%

Compound,TDP1 block,DT40 TDP1 no CPT,GCN5L2 inh
CCn1c(=O)c(-c2nc3ccccc3[nH]2)c(O)c2ccccc21,5%,?,-4%
O=c1oc2c(CN3CCN(CCO)CC3)c(O)ccc2cc1-c1ccccn1,2%,0%,?
COc1ccc(CC(=O)Nc2cccc(-c3ccc4nncn4n3)c2)cc1OC,0%,15µM*,-1%
CCOC(=O)N1CCN(CCC(=O)Nc2ccccc2)CC1,.,-13%,-8%
CCN(CC)S(=O)(=O)c1ccc(NC(=S)NC(=O)CC(C)C)cc1,2%,?,1%
COc1ccc(C(=O)c2ccc(OC)cc2OC)cc1,1%,5.8µM*,-6%
CCOC(=O)c1sc2nc(C)c([N+](=O)[O-])c(COC)c2c1N,.,-25%,-16%
COc1ccc(C(=O)OCC(=O)c2ccc[nH]2)cc1,1%,-9%,-1%
O=C(Nc1ccccc1C(=O)Nc1ccncc1)c1ccc([N+](=O)[O-])cc1,-4%,?,-3%
Cc1cccn2c(=O)c3cc(C(=O)NCc4cccnc4)c(=N)n(C)c3nc12,5%,.,-6%

Compound,TDP1 block,DT40 TDP1 no CPT,GCN5L2 inh
COC(=O)c1cccc(Nc2cc(C)nc(-c3ccccc3O)n2)c1,3%,16µM*,-1%
O=C(CNC(=O)c1ccncc1)N/N=C/c1cccc([N+](=O)[O-])c1,1%,-3%,-6%
COc1ccc(N2C(=O)CSC2c2cccc(OC)c2OC)cc1 (centres undefined),5%,-14%,-3%
CCOC(=O)c1c(C)oc2ccc(OCc3cc(C(=O)OC)oc3C)cc12,-3%,13µM*,-8%
CNC(=O)COc1coc(CN2CCN(c3ccccc3)CC2)cc1=O,0%,1%,2%
O=C(/C=C/c1cnc2ccccc2n1)NC1CCCCCC1,-2%,?,-2%
COc1ccc(C(C(O)C(=O)c2c[nH]c3ccccc23)N2CCN(c3ccc(OC)cc3)CC2)cc1 (centres undefined),11%,?,-11%
COc1ccc(CSc2nncn2N)cc1[N+](=O)[O-],-2%,0%,-9%
COc1ccc(-c2nc3cnc(N4CCOCC4)nc3n(-c3ccc(OC)cc3)c2=O)cc1,.,?,?
Cc1ccc(CC(NC(=O)c2ccccc2)C(=O)NC(C)C(=O)O)cc1 (centres undefined),1%,0%,-4%[0.501 µM]

Compound,TDP1 block,DT40 TDP1 no CPT,GCN5L2 inh
COc1ccc(C(=O)c2ccccc2)c2c(O)ccc(C(=O)c3ccccc3)c12,5%,16µM*,-4%
COc1cc(C(=O)NNC(=O)c2cc(-c3ccccc3)n[nH]2)cc(OC)c1C,-4%,-15%,-15%
O=C(Nc1ccc(F)c([N+](=O)[O-])c1)c1ccc2c(c1)OCCO2,3%,-26%,2%
COc1ccc(N/N=C(\C#N)C(=N)N2CCCCC2)cc1,7%,?,-10%
Cc1ccc2oc(=O)cc(CN3CC(C)OC(C)C3)c2c1 (centres undefined),0%,-6%,-4%
O=C(NNC(=O)c1ccccc1OCc1ccccc1Cl)c1csc(N2CCOCC2)n1,6%,?,-7%
CCOC(=O)C1(Cc2cccc(OC)c2)CCN(Cc2ccc(C)s2)CC1,.,18µM*,-2%
Clc1ccc(Cn2ncc3c(N4CCCCC4)ncnc32)c(Cl)c1,6%,12µM*,.
Cc1ccc2c(c1)c(CC(=O)Nc1ccc(C)c(F)c1)c(C(=O)O)n2C,5%&10%,-21%&5%,-1%&-9%
CSc1cccc(NC(=O)CC(c2ccc(F)cc2)N2Cc3ccccc3C2=O)c1 (centres undefined),8%,21µM*,-5%

# Next part, overlapping the part above by two compounds.
Compound,TDP1 block,DT40 TDP1 no CPT,GCN5L2 inh
Cc1ccc2c(c1)c(CC(=O)Nc1ccc(C)c(F)c1)c(C(=O)O)n2C,5%&10%,-21%&5%,-1%&-9%
CSc1cccc(NC(=O)CC(c2ccc(F)cc2)N2Cc3ccccc3C2=O)c1 (centres undefined),8%,21µM*,-5%
CCc1nn(Cc2cc(C)ccc2C)c(=O)c2cc3cc(C)ccc3n12,3%,-12%,-3%
O=C(OCC(=O)N1CCN(c2ccccc2)CC1)c1ccccc1[N+](=O)[O-],.,-18%,-1%
COc1ccc(OC)c(Nc2ccc(C(=O)O)cc2[N+](=O)[O-])c1,1%,-16%,2%
COc1ccc2nc(NC(=O)CCN3C(=O)c4ccccc4C3=O)sc2c1,9%,-12%,-2%
COc1cccc(NS(=O)(=O)c2ccc(C)c(C(=O)N3CCCCC3)c2)c1,4%[56.1 µM],-13%,-8%
Cc1nc2c(Cl)c(C)nn2c2c1CCC2,-3%,-17%,-6%
CCOCC(=O)N1CCN(Cc2ccc3c(c2)OCO3)CC1,2%,21%,-7%
CC(=C/c1ccccc1)/C=N/NC(=O)c1cc(C)oc1C,-1%,-19%,3%
COc1ccc(OC)c(S(=O)(=O)n2ccnc2C(C)C)c1,.,3%,-4%
CCCCCC(=O)N1CCN(CCN=CC2=C(O)CC(c3cccs3)CC2=O)CC1 (centres undefined),1%,-8%&-14%,-4%

Compound,TDP1 block,DT40 TDP1 no CPT,GCN5L2 inh
COc1ccccc1/C=C/C(=O)OC(C)CN1CCCCC1 (centres undefined),.,-20%,-4%
Cc1ccc(C)c(N2CCN(C(=O)c3csc4ccccc34)CC2)c1,-2%,?,-6%
O=C(Cn1c(=O)oc2cc(S(=O)(=O)N3CCCC3)ccc21)Nc1ccc(C(F)(F)F)cc1,-5%,-20%,?
Cc1ccc(NC(=O)Nc2ccc(S(N)(=O)=O)cc2)cc1,-3%,-15%,-4%
COC(=O)c1ccccc1NC(=O)Nc1nnc(N2CCC(C)CC2)s1,11%&1%,-16%&-23%,-5%&-6%
N#CC1CC(c2ccccc2)Nc2cc(Cl)ccc2N1 (centres undefined),10%,10µM*,-15%
CCN(C[C@H]1N[C@@](CC)(C(=O)OC)[C@H]2C(=O)N(C)C(=O)[C@@H]12)C(=O)COc1ccccc1,2%,-14%,-5%
O=S(=O)(Nn1cnnc1)c1ccccc1,2%,-2%,-2%
COc1ccc(/C=N/NC(=O)C[n+]2ccccc2)c(OC)c1OC,-3%,-23%,0%
COc1ccc(N(CC(=O)NCCc2ccccc2)C(=O)CCC(=O)Nc2ccccn2)cc1,9%,-22%,-1%

Compound,TDP1 block,DT40 TDP1 no CPT,GCN5L2 inh
Cc1cc(C)cc(S(=O)(=O)Nc2cccc(-c3ccc(N4CCOCC4)nn3)c2)c1,4%,-29%,-30%
Cc1ccnc(NC(=O)CCC(=O)N(Cc2ccco2)C(C(=O)NC(C)C)c2ccc(F)cc2)c1 (centres undefined),1%,-27%,-2%
COc1ccccc1OCc1ccc(C(=O)Nc2ccc(C)c(C)c2)o1,5%,?,0%
O=C(O)COc1ccc(CCNS(=O)(=O)c2ccccc2)s1,.,-14%,-9%
Cc1ccc(NC(=O)COC(=O)c2ccc(S(=O)(=O)N3CCCCC3)cc2)cc1,-2%,12%,0%
COc1ccc(NC(=O)c2c(F)cccc2Cl)cc1S(=O)(=O)N1CCOCC1,0%,-27%,-4%
CCn1cc(C(=O)N[C@@H](CCSC)C(=O)NCCCN2CCOCC2)c(=O)c2cc3c(cc21)OCO3,4%,21%,-1%
CC(=O)c1c(O)cc(C)n(Nc2nc(C)cc(C)n2)c1=O,9%,?,-5%
C[C@H](NC(N)=O)C(=O)OCC(=O)NCc1cccs1,2%,10%,-4%
O=C(CCc1ccccc1O)N/N=C/c1ccc(Sc2cccc3cccnc23)o1,6%,?,-11%

Compound,TDP1 block,DT40 TDP1 no CPT,GCN5L2 inh
CCOC(=O)N1CCc2c(sc3c2c(=O)n(-c2ccccc2)c(=O)n3CC(=O)Nc2ccc(OC)cc2OC)C1,-3%,?,-6%
O=C(NCc1ccccc1Cl)c1ccc(-c2ccccc2)cc1,-3%,?,3%
CC(OC(=O)C1=COCCO1)C(=O)NC1(C#N)CCCCC1 (centres undefined),0%,-2%,1%
CSc1nc(C)c2c(n1)N(c1ccc(O)cc1)CC2,.,?,-22%
CC(C)CCNC(=O)c1cnc2sc(N3CCCCC3)nn2c1=O,3%,?,1%
COc1ccc(OCc2nc(C#N)c(N3CCN(c4ccc(OC)cc4)CC3)o2)cc1,10%,?,-5%
C/C(=N/NC(=O)CNC(=O)C1COc2ccccc2O1)c1ccc2c(c1)OCCO2 (centres undefined),7%,-21%,-5%
COc1ccc(-c2cc3c(=O)n(CC(=O)NCc4cccnc4)nc(C)n3n2)cc1,.,?,-6%
O=C(NNC(=O)c1cccs1)c1ccc(Cl)c(Cl)c1,-3%,-2%,0%
Cc1ccc(CSc2[nH]c(=O)ncc2C)cc1,6%,-17%,-3%

Compound,TDP1 block,DT40 TDP1 no CPT,GCN5L2 inh
CCC(C)NC(=O)CSc1nc2n[nH]c(C)c2c(=N)n1-c1ccc(OC)cc1 (centres undefined),9%,18µM*,2%
O=C(Cn1cc2c(n1)CCCC2)Nc1ccccc1Cl,8%,-17%,0%
COc1cccc(NC(=O)Cn2c(=O)n(-c3ccccc3)c(=O)c3ccc(C(=O)NCc4ccc5c(c4)OCO5)cc32)c1,7%,?,-6%
Cc1ccc2c(c1)c(N=NC(N)=S)c(O)n2Cc1ccccc1,6%,3.3µM*,-4%
COc1ccccc1N1CCN(CCn2c(=O)c3c(c4ccccc4n3C)n(C)c2=O)CC1,5%&12%,-5%&-28%,2%&3%
CCc1ccccc1SCc1noc(C(=O)NCC2CCCO2)c1C(=O)O (centres undefined),3%,-17%,-24%
CCOC(=O)c1sc2nc3c(SCC(=O)O)cc(C(=O)c4cc(F)ccc4O)cn3c(=O)c2c1C,35µM*,-12%,-25%
COc1cc(C(=O)NCCC(=O)NCCN2CCCCCC2)cc(OC)c1OC,7%,-14%,-5%
COc1ccc(OC)c(N=c2oc3cc(O)ccc3cc2C(N)=O)c1,-1%,?,5%
Cn1cc(CN2CCN(CC(C)(C)C)C(CCO)C2)c2ccccc21 (centres undefined),4%,?,-10%
COc1cc(C(c2c(NC(=O)c3ccco3)sc(C)c2C)N2CCOCC2)cc(OC)c1OC (centres undefined),-8%[0.505 µM],29µM*,-9%
Cn1nnnc1SCC(=O)Nc1cccc(S(=O)(=O)N2CCCCC2)c1,1%,-6%,-3%
O=C(CC1CCCC1)NCCS(=O)(=O)N1CCN(c2ccc(F)cc2)CC1,.,?,-3%

# Single values from the list.
# Value of CCc1ccc(S(=O)(=O)c2nnn3c2nc(N2CCC(C)CC2)c2cc(Cl)ccc23)cc1 in DT40 TDP1 no CPT: 10µM*
# Value of Cc1ccc(S(=O)(=O)NCc2ccccc2)cc1C(=O)N1CCCCCCC1 in GCN5L2 inh: -10%
# Value of O=C(NCc1ccccc1Cl)c1ccc(-c2ccccc2)cc1 in GCN5L2 inh: 3%
# Value of COc1ccc(CC(=O)Nc2cccc(-c3ccc4nncn4n3)c2)cc1OC in GCN5L2 inh: -1%

# Screening data from PubChem BioAssay.

# Not all compounds are listed (hit frequency here may not be typical).
